# Compound activity (PubChem)
# ZTA counter = ZTA (EBV) inhibition in EBNA-1 counter-screen | P03206 | ZTA-DNA binding, fluorescence polarization | inhibition, % at 11 µM | 320,000 compounds, 0.15% hits; in the data active = inhibition above about 33%
# Target sequence (P03206 whole entry, looked up): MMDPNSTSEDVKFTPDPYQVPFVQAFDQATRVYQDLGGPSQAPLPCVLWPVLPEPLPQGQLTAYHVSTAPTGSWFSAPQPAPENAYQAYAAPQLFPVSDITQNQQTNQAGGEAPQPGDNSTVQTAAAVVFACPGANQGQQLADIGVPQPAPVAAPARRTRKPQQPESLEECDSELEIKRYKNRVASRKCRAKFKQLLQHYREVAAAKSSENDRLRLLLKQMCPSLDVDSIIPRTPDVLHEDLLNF
# PAFAH1B3 FP inh = PAFAH1B3 enzyme inhibitors, primary screen, biochemical, fluorescence polarization, human. 340,000 compounds, 0.28% hits. AID 492972, 2010. inhibition, % at 3.39 µM. recombinant PAFAH1B3, FP-rhodamine probe. Platelet-activating factor acetylhydrolase IB subunit alpha1 (Homo sapiens), Q15102;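 active = inhibition above the screen-wide average of all tested compounds plus 3 SD, cut at about 25% in these data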;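 note: 0% = enzyme with DMSO only and 100% = wells lacking PAFAH1B3 protein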
# Target sequence (Q15102 whole entry, looked up): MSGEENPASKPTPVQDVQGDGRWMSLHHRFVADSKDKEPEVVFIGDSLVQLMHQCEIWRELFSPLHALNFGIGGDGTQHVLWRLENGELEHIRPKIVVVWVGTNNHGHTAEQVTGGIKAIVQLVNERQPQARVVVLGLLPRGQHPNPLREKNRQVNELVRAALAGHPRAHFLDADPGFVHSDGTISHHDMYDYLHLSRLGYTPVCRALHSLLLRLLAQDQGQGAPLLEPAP
# EBNA-1 inhibitor = EBNA-1 DNA-binding inhibitors, primary screen, biochemical, fluorescence polarization; inhibition, % at 14.8 µM; 300,000 compounds, 0.34% hits; AID 1950, 2009; in the data active = inhibition above about 28%
# PAFAH1B2 inh = PAFAH1B2 enzyme inhibitors, primary screen, biochemical, fluorescence polarization, human. Platelet-activating factor acetylhydrolase IB subunit alpha2 (Homo sapiens), P68402. recombinant PAFAH1B2, FP-rhodamine activity probe. inhibition, % at 3.39 µM. 340,000 compounds, 1.2% hits. AID 492953, 2010;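 active = inhibition above the mean of all tested compounds plus 3 SD, cut at about 24% in these data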;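 note: 0% = enzyme with DMSO and 100% = wells lacking PAFAH1B2; many of its hits are not listed in these tables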
# LYPLA2 inh = LYPLA2 inhibitors, primary screen, counter-screen for PME1 inhibitor project, biochemical, fluorescence polarization, FP-Rh probe ABPP; recombinant LYPLA2; inhibition, % at 5.9 µM; 320,000 compounds, 0.38% hits;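 active = inhibition above the screen-wide mean plus 3 SD, limit set per campaign, cut at about 26% in these data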;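 note: 0% = LYPLA2 with DMSO and 100% = wells lacking LYPLA2 enzyme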
# Target sequence (O95372 whole entry, looked up): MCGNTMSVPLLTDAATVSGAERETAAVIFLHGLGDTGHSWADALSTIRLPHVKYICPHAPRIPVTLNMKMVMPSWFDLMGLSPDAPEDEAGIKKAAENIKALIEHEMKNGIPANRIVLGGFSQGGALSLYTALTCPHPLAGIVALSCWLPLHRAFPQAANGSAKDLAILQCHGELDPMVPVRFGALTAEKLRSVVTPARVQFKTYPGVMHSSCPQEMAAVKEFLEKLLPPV
# PAFAH2 inh = PAFAH2 enzyme inhibitors, primary screen, biochemical, fluorescence polarization, human; inhibition, % at 3.39 µM; Platelet-activating factor acetylhydrolase 2, cytoplasmic (Homo sapiens), Q99487; recombinant PAFAH2, FP-rhodamine activity probe; AID 492956, 2010; 340,000 compounds, 0.99% hits;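 active = inhibition above the mean over all tested compounds plus 3 SD, cut at about 30% in these data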;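 note: inhibitors block probe labeling of enzyme so polarization drops; 0% = enzyme with DMSO and 100% = wells lacking PAFAH2 protein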
# LYPLA1 counter = LYPLA1 inhibitors, primary screen, counter-screen for PME1 inhibitor project, biochemical, fluorescence polarization, FP-Rh probe ABPP | Acyl-protein thioesterase 1 (Homo sapiens), O75608 | recombinant LYPLA1 | inhibition, % at 5.9 µM | 320,000 compounds, 0.16% hits | AID 2174, 2009;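 active = inhibition above the mean of all tested compounds plus 3 SD, set per campaign, cut at about 14% in these data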;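 note: inhibitors block serine hydrolase probe labeling of LYPLA1 so polarization falls; 0% = enzyme with DMSO and 100% = wells lacking LYPLA1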
# Target sequence (O75608 whole entry, looked up): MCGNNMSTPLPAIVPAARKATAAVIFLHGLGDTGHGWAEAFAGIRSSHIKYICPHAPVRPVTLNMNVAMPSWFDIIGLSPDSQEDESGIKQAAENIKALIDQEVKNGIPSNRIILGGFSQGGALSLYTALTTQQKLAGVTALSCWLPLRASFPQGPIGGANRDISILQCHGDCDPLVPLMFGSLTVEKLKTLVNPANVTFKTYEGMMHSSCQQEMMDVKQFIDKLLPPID
# PREPL inh = PREPL enzyme inhibitors, primary screen, biochemical, fluorescence polarization. Prolyl endopeptidase-like (Homo sapiens), Q4J6C6. recombinant PREPL, fluorescence polarization activity-based probe. inhibition, % at 5.96 µM. 320,000 compounds, 0.68% hits; in the data active = inhibition above about 43%;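 note: 0% = enzyme with DMSO and 100% = wells lacking enzyme; many of its hits are not listed in these tables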
# pPAFAH inh = pPAFAH enzyme inhibitors, primary screen, biochemical, fluorescence polarization, human | 330,000 compounds, 1.5% hits | Platelet-activating factor acetylhydrolase (Homo sapiens), Q13093 | inhibition, % at 3.39 µM | recombinant pPAFAH, FP-rhodamine probe fluorescence polarization;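 active = inhibition above the mean inhibition across the screen plus 3 SD, cut at about 25% in these data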;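 note: inhibitors block binding of the rhodamine activity-based probe so polarization drops; 0% = enzyme with DMSO and 100% = wells lacking pPAFAH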
# An asterisk follows results filed as active; x = not tested or not shown; & = joins results of further samples.
1: Cc1csc2nc(O)c(C(=O)NC3CCCCC3)c(=O)n12
2: COc1ccccc1-n1c(SCC(N)=O)nc2c(c1=O)SCC2
3: Cc1cc(C)cc(N(C(=O)c2cc3ccccc3oc2=O)C2C=CS(=O)(=O)C2)c1 (stereo unspecified)
4: CCN(C(=O)COC(=O)c1ccc2c(=O)n3c(nc2c1)CCC3)C1CCS(=O)(=O)C1 (stereo unspecified)
5: CCC(=NC1CC(C)(C)NC(C)(C)C1)C1=C(O)CC(C)(C)CC1=O
6: CC(C)S(=O)(=O)c1nsc2nc(=O)c(/C=C3\C=Nc4ccccc43)c(N)n12
7: CCCN(C(=O)Cc1nc(N)n[nH]1)C1(C(=O)Nc2c(C)cccc2C)CCCCC1
8: COc1ccc(NC(=O)N2C3CCCC2CC(NC(=O)c2ccccc2)C3)cc1 (stereo unspecified)
compound no.	1	2	3	4	5	6	7	8
ZTA counter	2	-5	-29	-19	4	-2	-5	6
PAFAH1B3 FP inh	0	0	1	13	-4	1	2	2
EBNA-1 inhibitor	-3	2	-10	3	1	3	2	1
PAFAH1B2 inh	0	1	-1	0	3	9	3	0
LYPLA2 inh	7	-3	4	0	-3	-15	-4	8
PAFAH2 inh	-5	-5	-7	-11	3	1	2	2
LYPLA1 counter	-2	3	-1	-3	-4	-7	-2	9
PREPL inh	12	-1	10	9	-9	13	-4	7
pPAFAH inh	3	3	4	3	-2	14	4	4

9: O=C(Nc1ccccc1)c1snc2c(=O)[nH]cnc12
10: CC(C)(C)NC(=O)NC(=O)COC(=O)Cc1coc2ccc3ccccc3c12
11: Cc1occc1-c1nnc(SCC(=O)Nc2nc(C(C)(C)C)cs2)o1
12: CCN(CC)CCCNC(=S)N(Cc1ccco1)Cc1cc2cc3c(cc2[nH]c1=O)OCCO3
13: C=CCNC(=S)Nc1cc(C)ccn1
14: Cc1ccc(C2=NOC(C)(c3nnc(-c4ccccc4)o3)C2)cc1 (stereo unspecified)
15: O=C(NCc1ccncc1)C(=O)NCC1OCCN1S(=O)(=O)c1ccc(Cl)cc1 (stereo unspecified)
16: COc1cccc(NC(=O)C2CCN(Cc3cnn(-c4ccccc4)c3-n3cccc3)CC2)c1
compound no.	9	10	11	12	13	14	15	16
ZTA counter	-14	-24	-3	-12	-17	-4	-2	-5
PAFAH1B3 FP inh	4	1	6	x	7	-4	4	4
EBNA-1 inhibitor	-5	-12	3	-4	11	-13	-11	-2
PAFAH1B2 inh	4	4	0	x	5	7	0	9
LYPLA2 inh	11	1	5	1	-1	4	6	9
PAFAH2 inh	7	0	-6	x	-1	7	1	0
LYPLA1 counter	0	-1	0	2	-2	6	4	-4
PREPL inh	7	0	13	8	-6	-20	1	12
pPAFAH inh	-4	10	2	0	-1	4	4	5

17: CCN1CCN(Cc2ccc(NC(=O)Nc3ccccc3OC)cc2)CC1
18: COc1ccc2c(c1)-c1ccccc1S(=O)(=O)N2C(C)=O
19: C/C=C/c1ccc(OCCCCn2cncn2)c(OC)c1
20: CCN(CC)CCC(c1ccc(N(C)C)cc1)c1c(OC)cc(OC)c2ccc(=O)oc12 (stereo unspecified)
21: Cc1cccc(C)c1-n1c(SCC(=O)NCc2ccco2)nc2ccccc2c1=O
22: CC(C)OP(=O)(OC(C)C)C(NC(=O)c1ccccc1Br)C(N)=O (stereo unspecified)
23: COC(=O)c1nc2n(n1)C(c1ccc([N+](=O)[O-])cc1)C(C(=O)Nc1ccc(Cl)cc1)=C(C)N2 (stereo unspecified)
24: O=C(NCCN1CCCC(O)C1)c1cc(COc2c(F)cccc2F)on1 (stereo unspecified)
compound no.	17	18	19	20	21	22	23	24
ZTA counter	6	7	3	-4	6	-7	15	-1
PAFAH1B3 FP inh	4	-2	-1	9	1	5	-9	4
EBNA-1 inhibitor	14	-4	-7	-23	4	-5	-4	3
PAFAH1B2 inh	-1	8	-5	4	7	5	-8	2
LYPLA2 inh	-3	-2	3	-3	1	1	-13	10
PAFAH2 inh	-4	8	5	-1	-6	-3	-11	12
LYPLA1 counter	-1	0	1	2	-2	0	-6	3
PREPL inh	-2	14	-3	20	-4	14	23	5
pPAFAH inh	3	-4	-1	6	-1	-2	-1	10

25: Cn1ncc(Cl)c1C(=O)NC1C2CC3CC(C2)CC1C3 (stereo unspecified)
26: Cc1[nH]c2ccccc2c1-c1nc2ccccc2[nH]c1=O
27: COc1ccc(C(=O)Oc2cc(C)[nH]c(=O)c2[N+](=O)[O-])cc1
28: C=CCNC(=O)C1CC(=O)N(c2ccc(OCC(=O)Nc3ccc(CC)cc3)cc2)C1 (stereo unspecified)
29: O=C(NCCc1ccccc1)C(=O)NCC1OCCN1S(=O)(=O)c1ccc(F)cc1 (stereo unspecified)
30: COc1cc(NC(=S)N2CCC(C(N)=O)CC2)cc(OC)c1
31: CC1(C)Cc2ccccc2C(C(Cc2ccccc2)C(N)=O)=N1 (stereo unspecified)
32: CC(C)(C)c1ccc(CSc2ccc(S(=O)(=O)N3CCOCC3)cn2)cc1
compound no.	25	26	27	28	29	30	31	32
ZTA counter	-4	-6	10	-2	-4	-12	14	8
PAFAH1B3 FP inh	3	2	1	-3	-4	5	6	9
EBNA-1 inhibitor	3	-15	4	-11	-3	0	5	x
PAFAH1B2 inh	5	-2	2	-4	5	-5	3	-5
LYPLA2 inh	3	-3	8	4	2	1	2	-1
PAFAH2 inh	-5	14	1	-8	2	-3	-4	-5
LYPLA1 counter	-4	-6	1	0	-3	2	-2	-3
PREPL inh	6	-8	-3	-2	10	12	5	10
pPAFAH inh	9	5	4	-3	8	1	6	0

# Record cards, as listed above. Order of values: ZTA counter	PAFAH1B3 FP inh	EBNA-1 inhibitor	PAFAH1B2 inh	LYPLA2 inh	PAFAH2 inh	LYPLA1 counter	PREPL inh	pPAFAH inh
# Profile of CC(C)S(=O)(=O)c1nsc2nc(=O)c(/C=C3\C=Nc4ccccc43)c(N)n12 : -2	1	3	9	-15	1	-7	13	14
# Profile of COc1cccc(NC(=O)C2CCN(Cc3cnn(-c4ccccc4)c3-n3cccc3)CC2)c1 : -5	4	-2	9	9	0	-4	12	5
# Profile of Cc1csc2nc(O)c(C(=O)NC3CCCCC3)c(=O)n12 : 2	0	-3	0	7	-5	-2	12	3

# More results
33: CCC(=O)N1CCN(c2ccc(Cl)cc2NC(=O)c2ccc3c(c2)OCCO3)CC1
34: COC(=O)c1ccc(NC(=O)Nc2ccc([N+](=O)[O-])cc2)cc1
35: Nc1c(C(=O)O)sc2nc(-c3ccc(F)cc3)cc(-c3ccccc3)c12
36: CC1=C(C(=O)Nc2ccccc2)C(c2ccc(C)o2)n2ncnc2N1 (stereo unspecified)
37: CCCCN(C(=O)CSc1nnc(-c2ccccc2OC)n1C)c1c(N)n(Cc2ccccc2)c(=O)[nH]c1=O
38: Cn1cc(C(=O)N/N=C/c2ccc(Br)c([N+](=O)[O-])c2)c2ccccc21
39: COc1ccc(Cn2c(=S)[nH]c3cc(C(=O)N4CCCCC4)ccc3c2=O)cc1
40: COc1ccc(CC(=O)N2CC(=O)N(CCc3ccccc3)C(=O)C2)cc1
compound no.	33	34	35	36	37	38	39	40
ZTA counter	-10	7	0	2	-7	-20	6	-17
PAFAH1B3 FP inh	4	-14	2	3	6	x	4	9
EBNA-1 inhibitor	2	0	-4	-6	10	4	-13	6
PAFAH1B2 inh	5	-5	3	5	3	x	-3	8
LYPLA2 inh	3	-57	2	9	4	-7	-9	12
PAFAH2 inh	3	-25	6	2	-7	x	3	1
LYPLA1 counter	-2	-34	0	4	0	0	-3	4
PREPL inh	17	10	7	-1	-2	2	5	4
pPAFAH inh	4	-10	10	2	3	0	0	-4

# Looked up one by one from above, 4 records:
31: CC1(C)Cc2ccccc2C(C(Cc2ccccc2)C(N)=O)=N1 (stereo unspecified)
29: O=C(NCCc1ccccc1)C(=O)NCC1OCCN1S(=O)(=O)c1ccc(F)cc1 (stereo unspecified)
18: COc1ccc2c(c1)-c1ccccc1S(=O)(=O)N2C(C)=O
13: C=CCNC(=S)Nc1cc(C)ccn1
compound no.	31	29	18	13
ZTA counter	14	-4	7	-17
PAFAH1B3 FP inh	6	-4	-2	7
EBNA-1 inhibitor	5	-3	-4	11
PAFAH1B2 inh	3	5	8	5
LYPLA2 inh	2	2	-2	-1
PAFAH2 inh	-4	2	8	-1
LYPLA1 counter	-2	-3	0	-2
PREPL inh	5	10	14	-6
pPAFAH inh	6	8	-4	-1

# New compounds follow.
# Below each SMILES – ZTA counter	PAFAH1B3 FP inh	EBNA-1 inhibitor	PAFAH1B2 inh	LYPLA2 inh	PAFAH2 inh	LYPLA1 counter	PREPL inh	pPAFAH inh
41. COC(=O)Cc1ccc(NC(=S)NCc2ccc(OC)cc2)cc1
    8	0	-11	1	-2	-1	1	15	-4
42. CSc1ccccc1C(=O)Nc1nc2ccccc2c(=O)[nH]1
    -11	6	-18	6	0	11	3	0	-2
43. CCOc1ccc(C(=O)Nc2nc3ccccc3[nH]2)cc1OCC
    4	7	2	0	25	2	-2	1	-1
44. CCCCC(=O)Oc1c(S(=O)(=O)c2ccc(C)cc2)c(C)nn1C(C)(C)C
    7	1	10	4	3	-4	0	-9	5
45. Cc1ccc(S(=O)(=O)N2CCCCC2CCNC(=O)C(=O)NCc2ccco2)cc1 (stereo unspecified)
    -26	1	-11	7	9	1	3	-15	7
46. COc1cccc(Nc2nnc(SCC(=O)N(CC(C)C)CC(C)C)s2)c1
    4	-5	-2	5	-2	13	-1	3	3
47. CCOC(=O)C1=C(C)NC(C)=C(C(=O)OCC)C1C(=O)OC1CCOC1=O (stereo unspecified)
    3	6&11	-8	3&2	4	-4&3	-1	6	0
48. NC(=O)CC(NC(=O)Cc1ccc(Br)cc1)c1ccc(NCCN2CCCC2)c([N+](=O)[O-])c1 (stereo unspecified)
    10	10	3	3	-4	8	4	-8	-1
49. COc1ccc2ccccc2c1CNC(=O)CC1C(=O)NCCN1CC(C)C (stereo unspecified)
    -9	-3	-9	0	-8	-15	-4	9	0
50. COc1ccc(S(=O)(=O)N2CCC(C(N)=O)CC2)cc1C(=O)N1CCCCCC1
    -2	7	-6	-4	-6	-8	3	-1	-3
51. CCN(Cc1ccncc1)S(=O)(=O)c1ccc(C(C)=O)cc1
    15	11	11	3	-1	5	-4	2	3
52. CSc1ccc(COC(=O)CCS(=O)(=O)c2ccc(C)cc2)cc1
    6	6	-1	3	-3	5	3	-33	7
53. Cc1[nH]c(-c2ccccn2)nc(=S)c1Cl
    -16	3	-2	-5	7	10	1	9	7
54. COc1ccccc1NC(=S)NNC(=O)c1cc(C)n(C)n1
    0	3	-5	0	1	12	4	-8	5
55. CC1Cc2ccccc2N1C(=O)COC(=O)c1ccc([N+](=O)[O-])o1 (stereo unspecified)
    x	8	x	8	x	7	x	26	8
56. CC(C)N1CCN(Cc2cccn2-c2nccs2)CC1CCO (stereo unspecified)
    16	13	3	3	8	0	-3	4	2
57. CCOc1ccc(-c2nnc3ccc(SCC(=O)Nc4nc5ccc(C)cc5s4)nn23)cc1
    13	7	-13	8	-22	-41	-33	-20	10
58. O=C(Cn1ccc2ccccc2c1=O)Nc1ccc2c(c1)OCO2
    8	1	-1	3	-3	-1	1	5	-4
59. Cc1ccc(C)c(NC(=O)CSc2ccc(-c3ccco3)nn2)c1
    -13	-5	-9	-4	4	-2	3	7	2

# A portion of the library, so the mix of outcomes need not match the whole.
